HEK293 NOD2/NF-kB – NOD2 signaling inhibitors, cell-based, luminescence, uHTS, HEK293 (AID 1566); HEK293 NOD2/NF-kB luciferase reporter, luminescence; higher % means a stronger effect; inhibition, % at 4 µM, or EC50 in µM where a hit was titrated; 290,000 compounds, 0.63% hits; note: many of its hits are not listed in these tables
HIV peptide binding – inhibitors of HIV fusion peptide binding, primary screen, biochemical, uHTS, fluorescence dequenching (AID 1986); cell-free peptide binding, fluorescence dequenching, 30 min; higher % means a stronger effect; inhibition, % at 20 µM; hits with a dose series show IC50 in µM; 290,000 compounds, 0.3% hits; in the data active = inhibition mostly above about 52%, no sharp cut-off; inactive = mostly below about 76%; note: some results filed as inactive read as strong as hits
SV40 large T antigen – SV40 large T antigen inhibitors, biochemical (AID 1903) | SV40 large T antigen ATPase/helicase inhibition assay; higher % means a stronger effect | inhibition, % at 20 µM; hits with a dose series show IC50 in µM | 310,000 compounds, 0.39% hits; in the data active = a potency from the dose series; note: strong numbers were not always called active
KOR beta-arrestin-1 – KOR agonists, beta-arrestin recruitment, primary screen, cell-based, luminescence, uHTS (AID 1777); 280,000 compounds, 0.02% hits; one-dose activation, % at 10 µM; EC50 in µM for titrated hits; Kappa-type opioid receptor (Homo sapiens); KOR beta-arrestin recruitment, luminescence; higher % means a stronger effect; in the data active = activation above about 50%, passing the limit was not always enough; note: a part of the inactive calls stands beside numbers as strong as those of hits
KOR beta-arrestin-2 – KOR antagonists, beta-arrestin recruitment, cell-based, luminescence, uHTS (AID 1778); KOR beta-arrestin recruitment, luminescence, antagonist mode; higher % means a stronger effect; inhibition, % at 10 µM, or IC50 in µM where a hit was titrated; 290,000 compounds, 0.091% hits; note: strong numbers were not always called active
GPR55 beta-arrestin – GPR55 agonists via beta-arrestin recruitment, primary screen, imaging, U2OS cells, beta-arrestin-GFP redistribution (AID 1961); G-protein coupled receptor 55 (Homo sapiens); U2OS GPR55 beta-arrestin-GFP redistribution imaging; higher % means a stronger effect; one-dose activation, % at 10 µM; EC50 in µM for titrated hits; 290,000 compounds, 0.048% hits;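 active = activation above 40% with more than 50 cells counted in the well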;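 note: U2OS osteosarcoma cells stably expressing GPR55 and beta-arrestin-GFP; plate controls were DMSO negative control for no effect and LPI positive control for full effect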
GPR55 LPI antagonism – GPR55 antagonists blocking LPI-driven arrestin recruitment, primary screen, imaging, U2OS, beta-arrestin-GFP, LPI agonist (AID 2013); U2OS GPR55 beta-arrestin-GFP translocation imaging, LPI antagonism; higher % means a stronger effect; one-dose inhibition, % at 10 µM; IC50 in µM for titrated hits; 290,000 compounds, 0.13% hits;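 active = spots per cell inhibited over 60%, with over 100 cells counted and total cytoplasm intensity under 500,000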;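 note: U2OS cells stably carrying GPR55 and arrestin-GFP stimulated by 5 µM LPI near EC80; imaged beta-arrestin-GFP aggregate spots per cell after agonist stimulation; plate controls were LPI-stimulated DMSO wells for no effect and DMSO wells without LPI for full effect; some results filed as inactive read as strong as hits; confirmed hits need IC50 under 10 µM and bright autofluorescent wells are also inconclusive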
NOD1 NF-kB reporter – NOD1 signaling inhibitors, primary screen, cell-based, luminescence, uHTS (AID 1578) | NOD1-driven NF-kB luciferase reporter cells, luminescence; higher % means a stronger effect | inhibition, % at 4 µM, or EC50 in µM where a hit was titrated | 290,000 compounds, 1% hits; in the data active = inhibition mostly above about 36%, no sharp cut-off; inactive = mostly below about 34%;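 note: HEK-293T reporter cells stimulated with the NOD1 agonist gamma-tri-DAP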
Rac1 GTP hydrolysis – MgcRacGAP GTPase-activating activity inhibitors, confirmation, biochemical, ADP Hunter fluorescence. Rac GTPase-activating protein 1 (Homo sapiens). MgcRacGAP-stimulated Rac1 GTP hydrolysis, ADP Hunter fluorescence; higher % means a stronger effect; GST-tagged Rac1 F28L mutant substrate. one-dose inhibition, % at 30 µM; IC50 in µM for titrated hits. 340,000 compounds, 0.6% hits. AID 624330, 2012;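 active = first-screen hits whose inhibition reached a set limit at any dose in the follow-up dose series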;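 note: fluorescence reports GDP produced by GAP-driven GTP hydrolysis; strong numbers were not always called active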
* hit, by the source's call; x = not tested or not shown; [ ] = remark or other dose. Cut-off read from the data, not from the text of the source, unless noted: active = inhibition above about 50%; inactive = the rest. Not all compounds are listed; rates above refer to the full screens.

SMILES	HEK293 NOD2/NF-kB	HIV peptide binding	SV40 large T antigen	KOR beta-arrestin-1	KOR beta-arrestin-2	GPR55 beta-arrestin	GPR55 LPI antagonism	NOD1 NF-kB reporter	Rac1 GTP hydrolysis
COCCOc1ccc(C(F)(F)F)cc1Nc1nc2ccccc2o1	-4%	-1.4%	0%	0.2%	15%	0.5%	-7%	-9%	12%
COc1cc(NC(=O)COC(=O)CNC(=O)c2ccc(C)s2)cc(OC)c1	14%	-1.0%	9%	-3.7%	12%	0.1%	-14%	-30%	x
CC(C)=CC(=O)Nc1nnc(C)s1	-6%	57%	-10%	-0.6%	17%	0.0%	8%	-42%	11%
O=C(O)CSCC(=O)NCc1cccc(C(F)(F)F)c1	11%	-0.4%	6%	-4.5%	3%[20 µM]	-0.1%	-18%	-12%	10%
CNC(=S)N/N=C/c1ccc(OCC(=O)Nc2c(C)cc(C)cc2C)c(OC)c1	-15%	0.5%	14%	1.1%	12%	-0.1%	-9%	-32%	7%
Cc1ccc(Cn2cc(S(=O)(=O)c3ccc(Cl)cc3)c(=O)c3cc(F)ccc32)cc1	-36%	-1.8%	16%	-6.2%	-8%	0.5%	9%	10%	-3%
S=c1[nH]nc(COc2ccccc2)n1-c1ccccc1	-2%	2.5%	12%	-10%	5%	1.0%	20%	-13%	2%
COc1ccc(C(=O)NC(=S)NNC(=O)c2c(-c3ccccc3)noc2C)cc1	19%	8.1%	24%	5.7%	16%	0.1%	15%	4%	0%
CSc1nnc(C)c(=O)n1COC(=O)/C=C/c1ccc2c(c1)OCO2	8%	1.1%	4%	1.4%	-19%	-0.6%	-9%	-3%	1%
CCn1ccnc1CN(C)C(=O)C1CCC(=O)N(Cc2cccc(C(F)(F)F)c2)C1 (configuration not stated)	0%	0.2%	-5%	2.9%	-14%	1.1%	-11%	10%	4%
CN(C)S(=O)(=O)c1ccc(S(=O)(=O)N(CC(=O)Nc2ccccc2)Cc2ccco2)cc1	-2%	4.4%	4%	-7.1%	-7%	0.5%	6%	-4%	9%
O=C(NCC1CCCO1)c1ccc(NS(=O)(=O)c2cccc([N+](=O)[O-])c2)cc1 (configuration not stated)	19%	-0.9%	8%	-2.8%	-12%	-0.5%	3%	-29%	0%
Cc1ccc(-n2cnc3cc(NCc4cccs4)ccc32)cc1	-31%	-6.6%	15%	1.4%	-20%	0.0%	-14%	-31%	6%
COc1ccc2cc(C(c3nnnn3Cc3ccccc3)N3CCCCCC3)c(=O)[nH]c2c1 (configuration not stated)	15%	-0.8%	x	-0.8%	14%	0.0%	6%	16%	8%
Cc1nc(N2CCN(C(=O)c3ccco3)CC2)c2oc3ccccc3c2n1	10%	-2.9%	x	2.6%	17%	-0.2%	-6%	5%	10%
CNC(=O)CSc1nnnn1-c1cc(C)ccc1C	27%	-0.2%	22%	-6.1%	14%	-0.3%	-3%	-17%	6%
O=C(COc1cc2oc(=O)c3c(c2cc1Cl)CCC3)NCCN1CCOCC1	2%	0.1%	4%	7.1%	-32%	-0.1%	-7%	-6%	12%
CSc1nc2ccc(Nc3nc(N4CCOCC4)nc(N4CCOCC4)n3)cc2s1	10%	0.0%	-1%	-8.9%	35%	-0.1%	-4%	-27%	15%
C=CSc1sc(Cl)c(N(C)C)c1[N+](=O)[O-]	10%	-2.9%	11%	x	-15%[20 µM]	-0.1%	11%	-7%	7%
Cc1nnc(NC(=O)c2ccc(S(=O)(=O)N3CCCCCC3)cc2)o1	5%	3.7%	2%	0.7%	0%	-0.1%	-2%	-2%	5%

Some of the entries so far, in CSV form.
compound,HEK293 NOD2/NF-kB,HIV peptide binding,SV40 large T antigen,KOR beta-arrestin-1,KOR beta-arrestin-2,GPR55 beta-arrestin,GPR55 LPI antagonism,NOD1 NF-kB reporter,Rac1 GTP hydrolysis
CCn1ccnc1CN(C)C(=O)C1CCC(=O)N(Cc2cccc(C(F)(F)F)c2)C1 (configuration not stated),0%,0.2%,-5%,2.9%,-14%,1.1%,-11%,10%,4%
CN(C)S(=O)(=O)c1ccc(S(=O)(=O)N(CC(=O)Nc2ccccc2)Cc2ccco2)cc1,-2%,4.4%,4%,-7.1%,-7%,0.5%,6%,-4%,9%
O=C(NCC1CCCO1)c1ccc(NS(=O)(=O)c2cccc([N+](=O)[O-])c2)cc1 (configuration not stated),19%,-0.9%,8%,-2.8%,-12%,-0.5%,3%,-29%,0%

(more compounds)
SMILES	HEK293 NOD2/NF-kB	HIV peptide binding	SV40 large T antigen	KOR beta-arrestin-1	KOR beta-arrestin-2	GPR55 beta-arrestin	GPR55 LPI antagonism	NOD1 NF-kB reporter	Rac1 GTP hydrolysis
CCOC(=O)c1c(NC(=S)NC(=O)c2ccco2)sc2c1CCCC2	13%	2.5%	13%	2.9%	-3%	-0.2%	14%	-36%	7%
C=CCSc1ncnc2c1oc1nc3c(cc12)COC(C)(C)C3	-38%	1.3%	26%	-1.3%	-10%	-0.2%	10%	-6%	6%
O=C(CNC(=O)c1ccc(Br)o1)NCc1ccc2c(c1)OCO2	16%	4.8%	4%	-0.3%	-5%	-0.1%	8%	-1%	-6%
OCCCCNCc1ccc(OCc2ccc(Cl)cc2Cl)cc1	6%	-2.9%	10%	3.1%	-24%	0.0%	37%	-3%	6%
O=C(NNc1cc(N2CCOCC2)nc(N2CCOCC2)n1)c1ccc([N+](=O)[O-])cc1	-9%	3.2%	6%	-2.3%	-28%	0.6%	6%	-39%	-4%
COc1ccc(SCCCn2c(=O)c3c(ncn3C)n(C)c2=O)cc1	4%	-0.6%	7%	-3.4%	-18%	0.0%	6%	-27%	5%
COCCC(=O)N1CCCC(CNS(=O)(=O)c2ccc(OC)cc2)C1 (configuration not stated)	-8%	0.4%	-2%	2.9%	-5%	0.2%	-4%	-35%	4%
N#Cc1ccccc1-n1c(N)c(C(=O)N2CCCC2)sc1=S	41%	-3.5%	-1%	-0.6%	-14%	0.2%	18%	54%	17%
CCOC(=O)C1(CC2CCCCO2)CCN(Cc2c(C)cc(C)cc2-n2cccn2)CC1 (configuration not stated)	-26%	-0.9%	7%	2.5%	-24%	0.4%	16%	-17%	10%
COc1ccc(-c2cc3ccccc3n2CC(O)Cn2nc(C)cc2C)cc1 (configuration not stated)	-30%	-2.2%	5%	3.0%	-13%	-0.1%	-7%	-12%	2%
CCC(C)(C)NC(=O)c1cc([N+](=O)[O-])ccc1N1CCOCC1	10%	-1.1%	1%	1.7%	6%	0.1%	-9%	-18%	6%
Cc1ccc(Oc2nc(-c3ccccc3)ncc2S(C)(=O)=O)cc1	-11%	2.8%	10%	10%	-35%	0.2%	18%	1%	8%
O=C1c2ccccc2-c2c1cccc2C(=O)N1CCCCC1	16%	0.6%	8%	-4.2%	13%	0.0%	-11%	-13%	9%
CC(C)NS(=O)(=O)c1ccc(OCC(=O)NCc2ccccc2)cc1	17%	8.6%	5%	5.7%	5%	0.2%	3%	6%	1%
O=C(CN1C(=O)c2ccccc2C1=O)OCC(=O)N1CCc2ccccc2C1	-7%	0.6%	12%	-2.9%	-5%	-1.0%	0%	-8%	1%
CCc1ccccc1NC(=S)N(CCCN(C)C)Cc1cc2cc3c(cc2[nH]c1=O)OCO3	-20%	1.0%	12%	x	-29%[20 µM]	0.2%	7%	-28%	5%
CCc1ccc(C(=O)c2cc3ccc(O)cc3oc2=O)cc1	-4%	-0.1%	13%	0.7%	16%	-0.1%	2%	5%	5%
COc1cc([N+](=O)[O-])cc(/C=N/NC(=O)c2cc(C)nc3ccccc23)c1O	3%	12%	8%	3.6%	4%	-0.2%	-8%	-12%	6%
COc1ccc(NC2=Nc3cccc4cccc2c34)cc1	-21%	6.7%	26%	3.3%	-12%	-0.3%	4%	-20%	8%
COc1cc2[nH]c(=S)n(Cc3cccs3)c(=O)c2cc1OC	4%	-2.2%	25%	-2.9%	-7%	-0.2%	0%	-51%	5%
CN(C)c1ccc(/C=[N+](\[O-])C2SC(=S)N(C)C2(C)C)cc1 (configuration not stated)	-4%	-1.8%	10%	8.8%	-8%	0.8%	-13%	-24%	6%
O=C(N=C1SC2CS(=O)(=O)CC2N1c1ccccc1F)C1CCCCC1 (configuration not stated)	-9%	-0.7%	16%	-3.5%	-12%	-0.1%	10%	-25%	5%
Cc1c(C)n(Cc2ccccc2)c2ccc(C(=O)OCCCN(C)C)cc12	-32%	-1.4%	4%	x	-68%[20 µM]	0.0%	9%	-15%	5%
O=C(NCc1c(Cl)cccc1Oc1ccccc1)c1ccccc1	20%	0.9%	2%	-2.6%	30%	0.2%	8%	-9%	9%
CC(=O)NC/C(C)=N\Nc1ccc([N+](=O)[O-])cc1	-69%	1.2%	1%	-2.2%	8%	0.1%	4%	-25%	7%
CCOc1ccc(/C=N/Nc2cc(N3CCOCC3)nc(C)n2)c(O)c1	18%	-4.0%	9%	-6.2%	-12%	1.0%	-7%	-14%	9%
O=[N+]([O-])c1ccc(CSc2ncnc3ccccc23)cc1	15%	1.6%	0%	-1.8%	18%	0.0%	-6%	6%	9%
O=C(NC1CC1)c1ccc(-c2nc3ccccc3s2)s1	-80%	1.2%	27%	3.8%	-15%	-2.3%	1%	70%*	7%
CC(CCc1ccccc1)NC(=O)CSc1nnnn1C (configuration not stated)	12%	1.3%	2%	-5.3%	10%	0.2%	4%	-1%	6%
CCC1C(=O)N=C(SCC(=O)Nc2ccccc2)NC1=O (configuration not stated)	2%	-0.2%	4%	0.2%	-45%	-0.5%	11%	-35%	4%
Cc1ccc(O)c(-c2cc(C(=O)Nc3ccc(S(=O)(=O)N4CC(C)OC(C)C4)cc3)[nH]n2)c1 (configuration not stated)	-9%	0.8%	2%	14%	-1%	0.7%	-2%	27%	4%
COc1ccccc1N1CCN(S(=O)(=O)c2ccc(Br)s2)CC1	-9%	2.2%	13%	2.2%	-36%	-0.1%	17%	-16%	-3%
CSc1nc(O)c(C2OC(=O)c3ccccc32)c(=O)[nH]1 (configuration not stated)	13%	-0.3%	9%	-1.2%	-26%	-0.3%	-5%	-2%	7%
O=C(COc1ccc(/C=N/NC(=O)c2cc3ccccc3o2)cc1Br)Nc1ccccc1	-255%	14%	-8%	6.3%	-90%	-0.1%	-46%	-2%	12%
CN(c1ccccc1)S(=O)(=O)c1ccc(Cl)c(C(=O)OCC(N)=O)c1	9%	-1.1%	23%	-4.0%	-44%	-0.3%	-9%	-21%	5%
COc1ccc(NC(=O)c2cc(-c3ccccn3)nc3c(C)cc(C)cc23)c(C)c1	19%	1.0%	2%	-0.6%	-10%	-0.1%	3%	14%	-3%
CCC(=O)Nc1ccc(NC(=S)NC(=O)/C=C/c2ccccc2)cc1	2%	-2.8%	10%	x	x	0.6%	2%	-9%	8%
Cc1oc2cc(O)ccc2c(=O)c1-c1nncn1-c1ccccc1	-19%	148%	8%	2.9%	-31%[20 µM]	-0.1%	12%	-17%	7%
